BL2 CD40 inh: inhibitors of CD40-induced NF-kB signaling, primary screen, BL2 cells, luciferase reporter, single point; CD40L-induced, 4 h; inhibition, % at 10 µM; hit rate 0.94% among 83,000; AID 1053188, 2014;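 active means mean inhibition of at least 50% with a set share of replicates also reaching that level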;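 further: 0% = neutral control wells and 100% = IKK inhibitor VII at 50 µM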
Numbers without * were called inactive; [ ] = another dose, or the depositor's remark.

How did Cc1ccc(S(=O)(=O)N2CCN(c3ncnc4scc(-c5ccc(F)cc5)c34)CC2)cc1 do in these assays?
BL2 CD40 inh: 4

How did CCCNC(=O)N1CC2(CN(CC3CCCCC3)C2)c2c(n(C)c3cc(OC)ccc23)[C@H]1CO do in these assays?
BL2 CD40 inh: 14[25 µM]

Results for Cc1cc(C(=O)CN2C(=O)NC(Cc3c[nH]c4ccccc34)C2=O)c(C)n1C (stereo unspecified) ?
BL2 CD40 inh: -1

Results for COc1cc(C(=O)OCc2csc(CC(=O)Nc3cc(C)ccc3C)n2)ccc1OC(F)F ?
BL2 CD40 inh: 20

Results for COCC(=O)N1CCCCN2[C@@H](CO)[C@@H](c3ccc(C#Cc4cccnc4)cc3)[C@@H]2C1 ?
BL2 CD40 inh: -5[25 µM]

How did CCOC(=O)C1(CC2CC2)CCN(C(=O)c2cccnc2C)CC1 do in these assays?
BL2 CD40 inh: 1

What do the screens show for `O=C(CN1CCCc2ccccc21)Nc1cc(S(=O)(=O)N2CCCC2)ccc1Cl`?
BL2 CD40 inh: 6

What do the screens show for `c1ccc2c(c1)oc1c(N3CCN(Cc4ccc5c(c4)OCO5)CC3)ncnc12`?
BL2 CD40 inh: -69

How did CC(C)N1CCC(N2CCN(Cc3ccc(-c4ccccc4Cl)o3)CC2CCO)CC1 (stereo unspecified) do in these assays?
BL2 CD40 inh: 2

How did Cc1cc(C(=O)Nc2ccc3c(c2)C(=O)N(C)[C@H]2CC[C@@H](CC(=O)O)O[C@H]2CO3)no1 do in these assays?
BL2 CD40 inh: -6[25 µM]

Results for COC(=O)CNC(=O)CNC(=O)Nc1ccccc1 ?
BL2 CD40 inh: 7

How did CN(C)CCC(=O)c1ccc(F)cc1 do in these assays?
BL2 CD40 inh: 13

How did COc1ccc(Nc2nnc(-c3ccc(O)cc3)c3ccccc23)cc1C(N)=O do in these assays?
BL2 CD40 inh: 3

What do the screens show for `Cc1cc(NC(=O)COc2ccc3oc4ccccc4c3c2)no1`?
BL2 CD40 inh: -3

What do the screens show for `COc1cc(OC)c(C(=O)NNC(=O)c2ccc(NS(=O)(=O)c3cccs3)cc2)cc1OC`?
BL2 CD40 inh: -1

Results for CCc1cc(C(=O)c2ccc(OC)cc2)c(NC(=O)CN2CCCCC2)s1 ?
BL2 CD40 inh: 11

Results for CCOC(=O)N1CCN(S(=O)(=O)CCNC(=O)c2ccccc2)CC1 ?
BL2 CD40 inh: 6

What do the screens show for `CC(=O)c1cccc(-c2ccnc3c2CC(C(=O)NCc2ccncc2)O3)c1` (stereo unspecified)?
BL2 CD40 inh: 18

How did COC(=O)C[C@H]1C[C@H]2c3cc(NC(=O)Nc4ccccc4)ccc3O[C@H]2[C@H](CO)O1 do in these assays?
BL2 CD40 inh: 17[25 µM]

Results for CN(C)c1ncc([N+](=O)[O-])cc1C(F)(F)F ?
BL2 CD40 inh: 12

What do the screens show for `CCCCN1C(=O)NC2NC(=O)NC21` (stereo unspecified)?
BL2 CD40 inh: 6

What do the screens show for `CC1(C)CC(O)(CNCc2ccc3c(c2)OCO3)CCO1` (stereo unspecified)?
BL2 CD40 inh: -9

Results for O=C(CC1Sc2ccccc2NC1=O)Nc1cccc(-c2nnc3n2CCCCC3)c1 (stereo unspecified) ?
BL2 CD40 inh: -42

How did N#CC1C(=O)NC(=O)C(C#N)C12CCCc1sccc12 (stereo unspecified) do in these assays?
BL2 CD40 inh: -10

How did O=C(CN1C(=O)c2ccccc2S1(=O)=O)NCCC1=CCCCC1 do in these assays?
BL2 CD40 inh: 3

Results for O=C(Nc1cccc(-n2cnnn2)c1)c1ccco1 ?
BL2 CD40 inh: 1

Results for CC1(C(=O)NS(=O)(=O)c2cccc(C#N)c2)CCN1C(=O)c1cccc2ccccc12 (stereo unspecified) ?
BL2 CD40 inh: 3

How did CO[C@@H]1CN(C)C(=O)c2ccc(NS(=O)(=O)CC(F)(F)F)cc2OC[C@H](C)N(C(=O)NC(C)C)C[C@H]1C do in these assays?
BL2 CD40 inh: -10[25 µM]

Results for O=c1cnc2cc([N+](=O)[O-])ccc2[nH]1 ?
BL2 CD40 inh: 3

Results for CCCCN(C)c1ccc([N+](=O)[O-])cc1 ?
BL2 CD40 inh: 8

An excerpt from above in order of length of the SMILES, high to low.
How did CO[C@@H]1CN(C)C(=O)c2ccc(NS(=O)(=O)CC(F)(F)F)cc2OC[C@H](C)N(C(=O)NC(C)C)C[C@H]1C do in these assays?
BL2 CD40 inh: -10[25 µM]

Results for CC1(C(=O)NS(=O)(=O)c2cccc(C#N)c2)CCN1C(=O)c1cccc2ccccc12 (stereo unspecified) ?
BL2 CD40 inh: 3

What do the screens show for `CC1(C)CC(O)(CNCc2ccc3c(c2)OCO3)CCO1` (stereo unspecified)?
BL2 CD40 inh: -9

Results for O=c1cnc2cc([N+](=O)[O-])ccc2[nH]1 ?
BL2 CD40 inh: 3

What do the screens show for `CCCCN1C(=O)NC2NC(=O)NC21` (stereo unspecified)?
BL2 CD40 inh: 6

Additional records:
Results for CNC(=O)CC(=O)Nc1ccccc1C(=O)O ?
BL2 CD40 inh: 20

What do the screens show for `CC1CCCC(C)N1C(=O)COC(=O)c1ccc2ccccc2n1` (stereo unspecified)?
BL2 CD40 inh: -70

Results for Cc1ccc(C)c(NC(=O)C(=O)NCC2CCCN2S(=O)(=O)c2cccs2)c1 (stereo unspecified) ?
BL2 CD40 inh: 20

How did C[C@H]1CN([C@@H](C)CO)S(=O)(=O)c2ccc(-c3cccc(C(=O)N(C)C)c3)cc2O[C@@H]1CN(C)C(=O)Nc1ccccc1 do in these assays?
BL2 CD40 inh: -10[25 µM]

Results for NC(N)=NC(N)=Nc1ccc2ccccc2c1 ?
BL2 CD40 inh: -45

Results for CN1CCN(C(=O)CCn2c(=O)c3cccn3c3cccnc32)CC1 ?
BL2 CD40 inh: 7

How did Cc1cccc(N(CC(=O)Nc2cccnc2)S(C)(=O)=O)c1 do in these assays?
BL2 CD40 inh: 14

Results for COc1ccc(Cl)cc1NC(=S)NCc1cccnc1 ?
BL2 CD40 inh: 17

What do the screens show for `CCOC(=O)N1CCN(C(=O)c2cc(-c3ccc(OCC)cc3)nc3ccccc23)CC1`?
BL2 CD40 inh: -51

What do the screens show for `COCCNC(=O)c1cc(-c2cccs2)on1`?
BL2 CD40 inh: -42

What do the screens show for `CC(Sc1nc(N)cc(N)n1)C(=O)NCC1CCCO1` (stereo unspecified)?
BL2 CD40 inh: 1

Results for CCCNC(=O)C1(C)CCCN(Cc2ccc(Cl)cc2)C1 (stereo unspecified) ?
BL2 CD40 inh: -11

Results for COCCCNC(=O)CN(c1cc(Cl)ccc1OC)S(C)(=O)=O ?
BL2 CD40 inh: 6

What do the screens show for `CCOC(=O)c1c(C)n(C)c2ccc(O)c(CN3CCCCC3)c12`?
BL2 CD40 inh: 6

What do the screens show for `O=C(CCc1ccccc1)Nc1ccc(NS(=O)(=O)c2ccccc2)cc1`?
BL2 CD40 inh: 10

How did C[C@@H]1CN([C@H](C)CO)C(=O)c2cc(C3=CCCCC3)cnc2O[C@H]1CN(C)S(=O)(=O)c1cn(C)cn1 do in these assays?
BL2 CD40 inh: -5[25 µM]

How did CCOc1ccc(S(=O)(=O)Nc2ccn(C)n2)cc1 do in these assays?
BL2 CD40 inh: 3

Results for Cc1nn(Cc2noc(C(=O)NCC3CCCO3)n2)c(C)c1Br (stereo unspecified) ?
BL2 CD40 inh: -5

How did O=C(NC1CCCC1)c1ccc(CS(=O)(=O)Cc2ccccc2F)o1 do in these assays?
BL2 CD40 inh: 2

Results for O=C(N/N=C/c1ccc(O)cc1)c1cc(-c2ccccc2)nc2ccccc12 ?
BL2 CD40 inh: -45

Reprinted from the part before: 2 entries, followed by the next part.
How did O=C(NC1CCCC1)c1ccc(CS(=O)(=O)Cc2ccccc2F)o1 do in these assays?
BL2 CD40 inh: 2

Results for O=C(N/N=C/c1ccc(O)cc1)c1cc(-c2ccccc2)nc2ccccc12 ?
BL2 CD40 inh: -45

Results for O=C(NNC(=O)C1CCC1)c1cccc(Cl)c1 ?
BL2 CD40 inh: -21

What do the screens show for `O=C(Nc1ccc2c(c1)OCO2)Nc1ccccn1`?
BL2 CD40 inh: -66

How did Cc1ccc(-c2noc(CN3CCOCC3)n2)cc1 do in these assays?
BL2 CD40 inh: -67

How did COc1ccc2nc(Cl)cc(Cl)c2c1 do in these assays?
BL2 CD40 inh: 0

What do the screens show for `C[C@@H]1CCCCO[C@@H](CN(C)Cc2ccc3c(c2)OCO3)[C@H](C)CN([C@H](C)CO)C(=O)c2cc(NS(=O)(=O)c3cn(C)cn3)ccc2O1`?
BL2 CD40 inh: -13[25 µM]

What do the screens show for `Cc1cc(NS(=O)(=O)c2ccc(NC(=O)c3cccnc3)cc2)nc(C)n1`?
BL2 CD40 inh: 9

How did Cc1cc(C(=O)OCC(=O)N(CC(C)C)c2c(N)n(Cc3ccccc3)c(=O)[nH]c2=O)c(C)o1 do in these assays?
BL2 CD40 inh: -1

Results for O=C(CCn1c(=O)sc2ccccc21)NCCCn1ccnc1 ?
BL2 CD40 inh: -2

Results for O=C1Nc2c(Cl)cc(Cl)cc2C1=O ?
BL2 CD40 inh: 5

Results for CCOc1ccc(S(=O)(=O)NCCC(=O)NCC(c2ccc(OC)cc2)N2CCCC2)cc1 (stereo unspecified) ?
BL2 CD40 inh: -8

Compounds shown so far containing a nitro group on carbon:
Results for CN(C)c1ncc([N+](=O)[O-])cc1C(F)(F)F ?
BL2 CD40 inh: 12

Results for O=c1cnc2cc([N+](=O)[O-])ccc2[nH]1 ?
BL2 CD40 inh: 3

Results for CCCCN(C)c1ccc([N+](=O)[O-])cc1 ?
BL2 CD40 inh: 8

New compounds follow.
Results for C/C(=N\NC(=S)NCc1ccccc1)c1ccc2ccccc2c1OC(F)F ?
BL2 CD40 inh: 8

What do the screens show for `CCC(=O)NC[C@@H]1[C@@H](c2ccccc2)[C@H](CO)N1C(=O)C1CC1`?
BL2 CD40 inh: -4[25 µM]

Results for CCc1c(C)nc(N)nc1Cl ?
BL2 CD40 inh: 4

What do the screens show for `CCCn1nc(C(=O)NC2CCCC2)c2ccccc2c1=O`?
BL2 CD40 inh: -2

How did O=S(=O)(c1ccccc1F)N1CC[C@@H]2[C@@H](CO)Nc3ccc(-c4ccccc4)cc3[C@@H]21 do in these assays?
BL2 CD40 inh: -10

What do the screens show for `O=C(CC1CC2CCC1C2)N1CCN(S(=O)(=O)c2ccc(C(F)(F)F)cc2)CC1` (stereo unspecified)?
BL2 CD40 inh: 13

How did CCOC(=O)c1c(CCl)nc2ccccc2c1C do in these assays?
BL2 CD40 inh: 2

Results for O=c1oc(-c2cccs2)nc2sc3c(c12)CCCC3 ?
BL2 CD40 inh: -106

How did COc1ccccc1NC(=O)N1CC(=O)N2[C@H](CO)[C@H](c3ccc(C#CC(C)C)cc3)[C@H]2C1 do in these assays?
BL2 CD40 inh: -13[25 µM]

Results for c1ccc(-c2nnc(SCc3cn4ccsc4n3)o2)cc1 ?
BL2 CD40 inh: -40

Results for COc1ccc2[nH]cc(CCNC(=O)c3ccc4ccccc4n3)c2c1 ?
BL2 CD40 inh: 1

What do the screens show for `COc1ccc2oc(C(=O)NC3(C)CCS(=O)(=O)C3)c(C)c2c1` (stereo unspecified)?
BL2 CD40 inh: -20

What do the screens show for `Cc1cccnc1NC(=O)c1ccc(NS(=O)(=O)/C=C/c2ccccc2)cc1`?
BL2 CD40 inh: 8

Results for CCNc1nc(NCC)n2c(SCC(=O)Nc3ccc(F)cc3)nnc2n1 ?
BL2 CD40 inh: -1

How did CC(C)COCC1CC2(CC(C)(c3csc(N)n3)OC2=O)C(=O)O1 (stereo unspecified) do in these assays?
BL2 CD40 inh: -7

How did COc1ccccc1C#Cc1ccc([C@@H]2[C@@H](CO)N3CCCCN(C(=O)C4CCC4)C[C@@H]23)cc1 do in these assays?
BL2 CD40 inh: -4[25 µM]

Results for Cc1ccc(S(=O)(=O)c2nc(NCCCn3ccnc3)sc2Cl)cc1 ?
BL2 CD40 inh: 3

What do the screens show for `COc1ccc(NC(=O)CCC2COc3ccccc3O2)c(OC)c1` (stereo unspecified)?
BL2 CD40 inh: 8

How did N#Cc1ccc(-c2ccc([C@H]3[C@@H](CO)N4CCCCN(C(=O)Nc5ccc(F)cc5)C[C@H]34)cc2)cc1 do in these assays?
BL2 CD40 inh: -18[25 µM]

Results for COc1ccc(C(CNC(=O)c2cc3c(s2)CCC(C)C3)N2CCCC2)cc1 (stereo unspecified) ?
BL2 CD40 inh: -12

4 records drawn at random from the list so far, as already listed:
Results for COc1ccc(C(CNC(=O)c2cc3c(s2)CCC(C)C3)N2CCCC2)cc1 (stereo unspecified) ?
BL2 CD40 inh: -12

Results for CCNc1nc(NCC)n2c(SCC(=O)Nc3ccc(F)cc3)nnc2n1 ?
BL2 CD40 inh: -1

Results for Cc1ccc(S(=O)(=O)c2nc(NCCCn3ccnc3)sc2Cl)cc1 ?
BL2 CD40 inh: 3

How did COc1ccccc1C#Cc1ccc([C@@H]2[C@@H](CO)N3CCCCN(C(=O)C4CCC4)C[C@@H]23)cc1 do in these assays?
BL2 CD40 inh: -4[25 µM]

Next section.
How did CCCc1nnc(NC(=O)CCC(=O)O)s1 do in these assays?
BL2 CD40 inh: 4

Results for COC(=O)Cc1cc(=O)n2[nH]c(C)nc2n1 ?
BL2 CD40 inh: 2

How did C=CCn1c(C)nnc1SCC(=O)c1c(N)n(C2CC2)c(=O)[nH]c1=O do in these assays?
BL2 CD40 inh: 0

Results for O=C(COc1ccc(Cl)cc1Cl)Nc1nc2n(n1)C(c1ccccc1)CC(=O)N2 (stereo unspecified) ?
BL2 CD40 inh: -4

Results for CC(=O)c1ccc(OCCOc2ccc(Cl)c3cccnc23)cc1 ?
BL2 CD40 inh: -4

Results for COC(=O)c1ccc(NC(=O)CCCN2C(=O)NC(C)(C)C2=O)cc1 ?
BL2 CD40 inh: 5

What do the screens show for `C[C@H](CO)N1C[C@H](C)[C@@H](CN(C)C(=O)Nc2ccccc2C(F)(F)F)OCc2cnnn2CCCC1=O`?
BL2 CD40 inh: 5[25 µM]

What do the screens show for `CCCNC(=O)[C@H](C)NC(=O)c1ccc(Br)cc1`?
BL2 CD40 inh: 4

Compound activity as filed in PubChem BioAssay.

Not all compounds are listed, so the mix of outcomes need not match the whole.
